# TRPM1 prom inh – inhibitors of MITF-driven TRPM1 promoter in melanoma cells; SK-MEL-5 TRPM1 promoter luciferase, 24 h; inhibition, % at 12.5 µM; 0.83% of 330,000 active;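 active = mean inhibition across replicates of 60% or more, whatever share of single replicates reaches that level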; note: values of inactives mirror those of a sister screen read the other way
# NR2E3 ag-1 – agonists of human NR2E3 nuclear receptor | 0.35% of 360,000 active | AID 602229 | inhibition of corepressor binding, % at 3.98 µM | CHO-S Gal4-NCOR/VP16-NR2E3 two-hybrid, luciferase | Q9Y5X4;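 active = inhibition above the mean of all tested compounds plus 3 SD, cut at about 70% in these data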;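 note: 0% = DMSO with NR2E3 transfected cells and 100% = cells lacking NR2E3 construct; higher means lower luciferase signal from less NR2E3 corepressor binding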
# Target sequence (Q9Y5X4 whole entry, looked up, the tested form may be a part): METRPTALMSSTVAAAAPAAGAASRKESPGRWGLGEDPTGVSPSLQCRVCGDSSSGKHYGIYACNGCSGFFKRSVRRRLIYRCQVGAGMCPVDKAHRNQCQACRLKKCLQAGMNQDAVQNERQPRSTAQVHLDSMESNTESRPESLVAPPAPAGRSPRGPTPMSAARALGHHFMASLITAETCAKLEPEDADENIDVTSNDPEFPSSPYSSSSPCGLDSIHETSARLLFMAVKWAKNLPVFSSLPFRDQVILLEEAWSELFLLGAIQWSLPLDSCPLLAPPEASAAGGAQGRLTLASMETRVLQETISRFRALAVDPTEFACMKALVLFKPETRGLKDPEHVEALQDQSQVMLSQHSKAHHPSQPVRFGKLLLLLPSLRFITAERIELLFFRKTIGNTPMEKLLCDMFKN
# TROY signal inh – blocks TROY-dependent signaling in reporter cells | Q293 LMP1-TROYcd NF-kB luciferase reporter, 4 h | inhibition, % at 10 µM | 0.98% of 360,000 active | AID 1347056;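 active = compounds whose plate-normalised and pattern-corrected inhibition of the luciferase reporter signal at the single screening dose is 50% or more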
# KKLEB cytotox – reduces viability of KKLEB cystic fibrosis airway cells. activity change (cytotoxicity), % at 5 µM. KKLEB CF airway cells viability, ATPlite luminescence, overnight; active compounds read low; cells stimulated with P. aeruginosa culture filtrate. 0.36% of 360,000 active;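 active = corrected activity change at or below -50% at 5 µM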
# CF NFkB block – blocks PAF-induced NF-kB reporter in cystic fibrosis cells; KKLEB NF-kB-GFP reporter, GFP fluorescence overnight; inhibition, % at 5 µM; 0.86% of 360,000 active;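 active = at least 50% inhibition at 5 µM, scaled per plate between neutral and stimulator controls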;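 note: PAF is a Pseudomonas aeruginosa culture filtrate used as stimulus; plate controls were PAF-stimulated DMSO wells for no effect and unstimulated DMSO wells for full effect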
# HIF-2a block – HIF-2a inhibition; 0.72% of 360,000 active; 786-0 RCC cells HIF-2a reporter, luciferase luminescence, overnight; inhibition, % at 18.8 µM;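 active = inhibition of the luminescence signal of 40% or more relative to plate controls, in a single-dose primary screen at 18.75 µM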
# TWEAK Fn14 block – blocks TWEAK-Fn14 interaction in a reporter cell assay. TWEAK-stimulated Fn14 reporter cells, luciferase luminescence, 8 h. AID 1159606. inhibition, % at 10 µM. 2% of 360,000 active; in the data active = inhibition above about 50%
# Shn3 inh set2 – inhibitors of Schnurri-3 3'UTR reporter in osteoblasts. Clone20 osteoblast Shn3 3'UTR firefly luciferase, 24 h. inhibition, % at 12.5 µM. 0.52% of 360,000 active;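 active = mean inhibition of at least 75% with every replicate also reaching 75%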;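 note: 0% = median of neutral control wells and 100% = pilot-screen positive control compound; some compounds past the cut are filed as inactive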
# NR2E3 ag-2 – agonists of human nuclear receptor NR2E3 | GST-NR2E3/biotin-RetCOR TR-FRET, 1536-well | inhibition of corepressor binding, % at 4.78 µM | 0.12% of 320,000 active | AID 2300;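 active = percent inhibition above the cutoff of mean plus 3 SD of all tested compounds, set per screening campaign, cut at about 20% in these data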;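 note: 0% = DMSO wells and 100% = biotin wells as full block of FRET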
#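 System: GST-NR2E3 and biotin-RetCOR proteins; probe or stimulus: 7 nM biotin-RetCOR; doses: compound at 4.8 µM, single dose; schedule: Compound–protein incubation for 5 h at 4 °C; detection: time-resolved FRET; read-out: percent inhibition; controls: biotin wells as high control, 0.6% DMSO wells as low control; format: 1536-well plates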
# Peg3 promoter – inhibitors of Peg3 promoter; 1.7% of 360,000 active; inhibition, % at 20 µM; HeLa PEG-Prom luciferase reporter, luminescence, overnight; AID 588405;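 active = inhibition of at least 50% at 20 µM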
# TRAIL sens C8 – caspase-8 TRAIL sensitization; inhibition (viability loss, TRAIL sensitization), % at 10 µM; NB7+C8 cells + TRAIL, ATPlite viability luminescence; 1% of 360,000 active;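 active = compounds causing at least 50% loss of cell viability in the single-dose screen, relative to plate controls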
# An asterisk follows results filed as active; nt = no result given; & = joins results of further samples. This is a subset. The share of hits here may be higher or lower than overall.
SMILES,TRPM1 prom inh,NR2E3 ag-1,TROY signal inh,KKLEB cytotox,CF NFkB block,HIF-2a block,TWEAK Fn14 block,Shn3 inh set2,NR2E3 ag-2,Peg3 promoter,TRAIL sens C8
CC(=O)N1CCCc2cc(S(=O)(=O)N3CCCC(C(=O)Nc4cc(C)ccc4C)C3)ccc21 (stereo not given),15,-15,-8,-2,3,13,-9,18,3,14,5
Cc1ccc(Nc2nc(N)c([N+](=O)[O-])c(N3CCC(C)CC3)n2)cc1C,-9,-14,30,-10,14,12,-2,6,0,49,-13
Cc1ccc2nc(-c3ccc(NC(=O)COC(=O)c4ccc([N+](=O)[O-])o4)cc3)sc2c1,7,-174,21,-11,-21,-60,78*,16,-6,-44,71*
O=C1N[C@H]2CC=C[C@H]2Nc2ccccc21,-3,2,-1,-2,-20,-74,8,-6,nt,-16,1
CCCCN(CCCC)CCNC(=O)CSCc1ccc(C)cc1,-8,2,4,-2,3,11,-10,2,2,14,-7
CNC(=O)C(NC(=O)CNC(=O)c1ccc(Cl)cc1)C(C)(C)C (stereo not given),8,-12,-12,-5,11,40,13,1,6,4,4
Cc1cc2ncn(/N=C/c3ccc([N+](=O)[O-])s3)c2cc1C,43,15,-1,5,-37,-6,0,3,0,73*,22
COC(=O)N/N=C(\C)c1ccccc1OC(F)F,-3,-7,7,-8,6,7,-11,-3,-2,2,-4
Cc1noc(C)c1NC(=O)Nc1cccc2c1O[C@H](CN(C)S(C)(=O)=O)[C@@H](C)CN([C@H](C)CO)C2=O,7,-48,3,-6,14,9,12,6,nt,16,4
CCC(C)(C)NC(=O)Cc1ccccc1OC,-4,-14,-6,5,-4,6,-8,7,-2,10,-21
CC(c1ccccc1)N1C(=O)c2ccc(C(=O)NCc3cccnc3)cc2C1=O (stereo not given),8,-7,4,6,-6,8,-4,-11,8,6,-22
CCN(CC)S(=O)(=O)c1ccc(/C=C/C(=O)Nc2cccc(F)c2)cc1,-8,-7,13,5,-27,-133,41,-52,2,-87,28
COc1ccc(OC)c2[nH]c(=O)c(CCNS(=O)(=O)c3ccc(Cl)cc3)cc12,-1,-5,1,-16,-6,-1,-8,nt,1,-8,-2
Clc1ccc2c(c1)C1=C(C(c3ccncc3)O2)C(c2ccc(Br)cc2)n2ncnc2N1 (stereo not given),14,-14,17,-32,53*,20,19,34,1,34,8
CC1CN(c2nc3ccccc3nc2SCC(=O)Nc2cccc(C(F)(F)F)c2)CC(C)O1 (stereo not given),17,13,13,-2,7,3,-1,46,0,34,21
O=C(CSc1nnc(Cc2ccccc2)o1)NC1CCCCC1,0,-19,3,-7,-16,10,6,2,1,22,4
COC(=O)c1cnn2c3c(c(C)nc12)CCCC3,-4,-38,-27,4,-12,-136,9,5,3,-91,7
CCOCN(C(=O)Cn1cnc2ccccc21)c1c(C)cccc1CC,1,15,10,-2,-17,0,-2,-7,2,15,4
Cc1cc(F)ccc1N1CCC(N2CCN(CCC(C)C)C(CCO)C2)CC1 (stereo not given),3,20,17,-8,6,13,-7,31,5,26,17
Cc1c(O)nc(SCC(=O)Nc2ccc3c4c(cccc24)CC3)n(-c2ccccc2)c1=O,14,-13,-16,7,-12,21,-2,-8,0,9,-4
COc1cc(OC)cc(C(=O)NC(C(=O)Nc2ccc(N3CCOCC3)cc2)C(C)C)c1 (stereo not given),6,-7,-8,15,-5,13,6,18,nt,13,1
COc1ccccc1N1CCN(S(=O)(=O)CCNC(=O)/C=C/c2ccc3c(c2)OCO3)CC1,nt,15,10,-15,22,-13,-18,19,nt,-3,7
COc1ccc(CNc2nc3ccccc3n2C)c(O)c1,-98,-112,-37,-10,10,-306,-7,-123,3,-212,7
CCN(Cc1ccccc1)S(=O)(=O)c1cc(C(=O)NC(C)C2CC3CCC2C3)ccc1OC (stereo not given),12,-19,28,6,6,27,47,36,-1,20,12
Cc1ccc(OCC(=O)NC(=S)Nc2ccc(Br)cn2)cc1C,7,-7,4,-1,18,9,11,5,2,8,-7

# Brought forward from above: three entries, followed by the next part.
SMILES,TRPM1 prom inh,NR2E3 ag-1,TROY signal inh,KKLEB cytotox,CF NFkB block,HIF-2a block,TWEAK Fn14 block,Shn3 inh set2,NR2E3 ag-2,Peg3 promoter,TRAIL sens C8
COc1ccc(CNc2nc3ccccc3n2C)c(O)c1,-98,-112,-37,-10,10,-306,-7,-123,3,-212,7
CCN(Cc1ccccc1)S(=O)(=O)c1cc(C(=O)NC(C)C2CC3CCC2C3)ccc1OC (stereo not given),12,-19,28,6,6,27,47,36,-1,20,12
Cc1ccc(OCC(=O)NC(=S)Nc2ccc(Br)cn2)cc1C,7,-7,4,-1,18,9,11,5,2,8,-7
COc1cccc(OCC(Cn2c(C)nc3ccccc32)OC(C)=O)c1 (stereo not given),11,20,2,7,-5,10,1,55,5,5,5
FC(F)(F)c1cnc2c(-c3ccccc3)n[nH]c2c1,-10,-52,-47,-2,-28,-218,-11,-26,nt,-195,3
CCN(c1ccccc1)S(=O)(=O)c1ccc(Cl)c(C(=O)NCC2CCCO2)c1 (stereo not given),9,-5,2,-15,0,3,4,-3,1,14,-6
Cc1ccc(N2C(=O)Nc3ccccc3S2(=O)=O)cc1Cl,3,-26,2,-14,7,2,23,6,0,3,-1
COc1cc2c(cc1NC(=S)NC(=O)/C=C/c1ccc(OC)c(OC)c1)oc1ccccc12,0,5,-15,13,-18,-12,7,2,nt,3,2
COc1ccc(NC2CCCN(C(=O)CCCn3cncn3)C2)cc1 (stereo not given),10,-9,-14,-2,-6,14,-7,-3,0,13,4
CCCc1cc(=O)[nH]c(SCC(=O)N(C)C2CCS(=O)(=O)C2)n1 (stereo not given),3,3,8,-11,-12,10,-1,-1,-1,0,-13
COCC(=O)N(Cc1cc2ccc(C)cc2[nH]c1=O)c1ccc(OC)cc1,16,-9,6,8,7,-15,7,-6,5,7,-33
O=C(CSc1ccc([N+](=O)[O-])cn1)Nc1ccc2c(c1)OCO2,-6,-40,-15,5,1,-63,-15,-15,-1,-39,-5
OC1CCN(c2cc(-c3ccccc3)nc3cc(-c4ccc(F)cc4)nn23)CC1,-4,-4,-58,-8,-8,-6,-6,-21,5,3,-2
Cc1ccc(C)c(NCCC#N)c1,-9,-4,9,5,8,17,10,-21,0,11,6
O=C(CCc1nnc2n(Cc3ccc(F)cc3)c(=O)c3ccccc3n12)NCCCN1CCOCC1,5,0,19,-23,-4,16,6,4,-1,3,6
CCCNC(=O)c1c(N)n(-c2cc(OC)cc(OC)c2)c2nc3ccccc3nc12,-11,-19,3,2,10,14,21,9,3,27,10
CNc1nnc(-c2ccncc2)s1,-9,1,2,0,0,5,2,-16,3,-6,1
CSc1ncnc2c1ncn2CCCNc1ccc(C)c(C)c1,nt,-37,-4,-3,12,-12,6,22,nt,22,-2
CC(C)Oc1ccc(CNC(=O)c2cc(S(=O)(=O)N3CCOCC3)cn2C)cc1,-10,-22,3,0,-10,7,0,10,2,-5,-36
CCN(CC(=O)Nc1ccccc1C(=O)OC)S(=O)(=O)c1ccc(OC)cc1,13,-17,10,-2,2,10,16,8,0,21,-13
Fc1cccc2sc(Nc3nc4ccccc4s3)nc12,-26,-85,-83,1,1,-237,-8,-51,-2,-243,9
Oc1ccccc1-c1nc(NCc2ccco2)c2ccccc2n1,-12,-38,-70,7,-10,-215,3,-9,-2,-61,1
CC(=O)C1=C(O)C(=O)N(c2ccc(O)cc2)C1c1ccccc1 (stereo not given),6,-10,2,3,-8,11,1,-2,-1,-7,2
O=C(NCCSc1ccccc1)c1ccco1,-59,-75,-46,-5,15,-216,3,-82,-2,-173,-1
COc1ccc(-c2cc(-c3ccccc3O)[nH]n2)cc1,-35,-184,26,-10,-11,-152,39,1,2,-238,19
CCOC(=O)C1=C(C)Nc2ccccc2N=C1NC(=O)c1cccc(S(=O)(=O)N(C)C)c1,3,7,4,3,-1,3,-4,9,-2,8,14
COC(=O)/C(=C\Nc1ccc(Cl)c2ccccc12)c1ncc(C(F)(F)F)cc1Cl,9,-4,4,-4,15,2,15,5,-1,2,14
CC(NC(=O)C1CCN(Cc2ccccc2)CC1)c1cccc2ccccc12 (stereo not given),nt,-18,14,5,-5,11,11,-11,nt,7,-6

# The final two records of the part before open the next one:
SMILES,TRPM1 prom inh,NR2E3 ag-1,TROY signal inh,KKLEB cytotox,CF NFkB block,HIF-2a block,TWEAK Fn14 block,Shn3 inh set2,NR2E3 ag-2,Peg3 promoter,TRAIL sens C8
COC(=O)/C(=C\Nc1ccc(Cl)c2ccccc12)c1ncc(C(F)(F)F)cc1Cl,9,-4,4,-4,15,2,15,5,-1,2,14
CC(NC(=O)C1CCN(Cc2ccccc2)CC1)c1cccc2ccccc12 (stereo not given),nt,-18,14,5,-5,11,11,-11,nt,7,-6
Cc1nc2c(sc3nc4c(cc32)COC(C)(C)C4)c(=O)o1,-8,2,15,-7,19,12,-6,-7,1,7,13
CCC1CCCCN1C(=O)CCc1nnc(Cc2c[nH]c3ccccc23)o1 (stereo not given),4,10,4,0,10,-22,5,-12,-2,4,-9
O=C(c1cncc(Br)c1)N1CCc2ccccc2C1,5,-15,15,-3,51*,-2,12,2,-5,-5,-14
CCC(C)(C)NC(=O)C(c1ccc(C)o1)N(C(=O)c1csnn1)c1cccc(F)c1 (stereo not given),1,-5,3,-2,3,6,-11,3,2,12,0
CCn1nc(CC(=O)Nc2nnc(CC(=O)N3CCOCC3)s2)c2ccccc2c1=O,2,-13,10,6,2,18,3,-1,2,10,-8
CC(C)(C)OC(=O)[C@H](Cc1ccccc1)NC(=O)c1nc[nH]c1C(=O)N[C@@H](CCCCN)C(=O)OC(C)(C)C,18,8,6,-8,20,5,11,0,nt,103*,13
COc1cc(C(=O)N/C(=C\c2cn(C)c3ccccc23)C(=O)NCCCN2CCOCC2)cc(OC)c1OC,0,0,-25,-3,9,8,-14,9,-3,5,-9
O=C(O)c1ccccc1NC(=S)NC(=O)c1sc2ccccc2c1Cl,-9,-61,-12,-1,28,-72,5,-9,5,-87,-8
Cc1ccc(C(=O)N/C(=C\C=C\c2ccccc2)C(=O)NCc2ccco2)cc1,4,-3,-52,-3,-3,-19,25,0,-6,-14,-2
CCCOc1ccc(C(=O)Nc2ccc(C)cc2[N+](=O)[O-])cc1,-55,-6,-51,11,0,-133,-2,-28,3,-80,-17
COc1ccc(N(CC(=O)NCc2ccc3c(c2)OCO3)S(=O)(=O)c2c(C)nn(C)c2C)cc1,nt,-16,2,14,-4,10,5,0,0,8,12
CCCCCCSc1ccc(-c2nc3ccc(C)cn3c2NCc2ccccc2)cc1,-5,-6&-9,-4&0,-4,15,-64&-27,6&-9,51,4,4,11&4
Cc1cc(C)n(/N=C\c2c(O)ccc3ccccc23)c(=O)c1C(N)=O,10,-2,-3,13,5,5,18,10,3,17,-13
O=C(COC(=O)CSc1ccc(Cl)cc1)NCCc1ccccc1,-2,9,-23,-20,30,7,-7,-9,nt,7,23
O=C(NCc1nc(-c2ccc(Cl)cc2)no1)c1ccco1,-8,5,-29,-30,8,-51,-9,5,5,-38,2
Cc1csc(SCC(=O)c2ccc(S(=O)(=O)N3CCOCC3)cc2)n1,-2,-15,-3,-5,10,2,0,1,0,22,13
